TDP1 cell CPT: DT40-hTDP1 cell growth loss with CPT; chicken DT40 Tdp1-/-;hTDP1 cells + 20 nM CPT, ATP luminescence, 48 h; Potency, µM (titrated, usually from 46.2 µM), without a hit: top-dose activity change, negative = growth inhibition, actives largely listed as inhibitors; hit rate 12% among 420,000; AID 686979; further: nearly all actives have a fitted effect of over 55% in size
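Chicken DT40 Tdp1-/- cells stably complemented with human TDP1 were seeded at 400 cells/well in medium containing 20 nM camptothecin, exposed to pin-transferred compounds, and grown at 37 °C for at least 48 hr. Viability was read as ATP luminescence.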
KAT2A inh: GCN5L2 (KAT2A) acetyltransferase inhibition. GCN5L2 HAT assay, ThioGlo1 CoA-SH fluorescence. Potency, µM (top dose mostly 58.9 µM), for inactives: at the top dose activity change, negative = inhibition, actives largely listed as inhibitors. hit rate 0.21% among 390,000
Target sequence (Q92830 whole entry, looked up): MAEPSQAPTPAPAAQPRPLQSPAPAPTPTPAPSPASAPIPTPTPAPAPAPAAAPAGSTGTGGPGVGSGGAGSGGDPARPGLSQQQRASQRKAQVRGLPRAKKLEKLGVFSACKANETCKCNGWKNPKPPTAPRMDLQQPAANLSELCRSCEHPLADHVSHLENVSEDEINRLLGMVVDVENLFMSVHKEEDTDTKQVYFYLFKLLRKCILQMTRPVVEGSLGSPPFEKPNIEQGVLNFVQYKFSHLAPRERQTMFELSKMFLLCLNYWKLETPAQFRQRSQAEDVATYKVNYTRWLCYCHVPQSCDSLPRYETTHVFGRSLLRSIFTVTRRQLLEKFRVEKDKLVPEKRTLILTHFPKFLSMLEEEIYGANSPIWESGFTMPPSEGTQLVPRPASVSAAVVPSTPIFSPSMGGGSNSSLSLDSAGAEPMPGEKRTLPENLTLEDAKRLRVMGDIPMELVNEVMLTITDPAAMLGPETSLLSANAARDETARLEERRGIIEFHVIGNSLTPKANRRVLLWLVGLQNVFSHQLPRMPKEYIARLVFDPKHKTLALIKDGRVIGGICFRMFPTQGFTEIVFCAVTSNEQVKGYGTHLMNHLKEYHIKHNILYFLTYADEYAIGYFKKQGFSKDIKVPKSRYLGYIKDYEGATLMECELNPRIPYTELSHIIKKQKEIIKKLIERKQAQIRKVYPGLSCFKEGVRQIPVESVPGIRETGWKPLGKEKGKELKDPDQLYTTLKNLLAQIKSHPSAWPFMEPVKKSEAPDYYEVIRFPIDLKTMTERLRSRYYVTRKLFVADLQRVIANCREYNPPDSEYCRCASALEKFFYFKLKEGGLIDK
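qHTS, 1536-well. 20nM enzyme, pH 7.5 HEPES/EDTA/Tween-20 buffer; 15 min compound preinc., RT. Start: 75uM H3(1-25), 70uM AcCoA, 50uM ThioGlo1. Read Ex340/Em540 at t=0 (autofluorescence flag) and t=20 min.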
FEN1 inhibitor: blocks human flap endonuclease 1; P39748; Recombinant FEN1 flap cleavage, fluorescence, 15 min; Potency, µM (doses to about 114 µM), for the others: at the highest dose activity change, negative = inhibition, hits mostly inhibitors; hit rate 0.35% among 390,000; AID 588795; further: nearly all actives have a fitted effect of over 65% in size
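Read-out was taken twice, immediately and after 15 min, following addition of 50 nM substrate to 10 nM FEN1 that had sat with test compound for 15 min at room temperature. Curves came from a four-parameter Hill model.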
Active calls of the source: *; ? = inconclusive; / = no result given; & = joins results of further samples; ! = not confirmed by another sample; [ ] = another dose, or the depositor's remark. The call rests on the fitted dose curve; in most records, active means well fitted curve in the direction sought with a large enough effect; inconclusive means small, poorly fitted or top-dose-only effect, or another doubt; inactive means no such curve, though single readings can be large; an effect the other way counts as inactive or inconclusive. On the % scale 0 is the no-effect control and ±100 the full control effect; potency means the concentration at half of the fitted maximal effect. A portion of the library (hit frequency here may not be typical).

SMILES | FEN1 inhibitor | TDP1 cell CPT | KAT2A inh
CN(C[C@H](Cc1ccccc1)N(C[C@H](Cc1ccccc1)N(CCC(C)(C)C)N=O)N=O)N=O | -7.4% | 18.4µM* | -7.7%
C[N+]1(C)C2CCC1CC(OC(=O)c1ccco1)C2 (centres undefined) | -3.7% | 2.6% | -28.9%
COc1ccc(C2=NCC(=S)Nc3ccc(Cl)cc32)cc1Cl | -0.7% | ? | 0.0%
CC(=O)N1CCN(c2ccc(N=Cc3c(O)n(Cc4ccccc4)c(=O)[nH]c3=O)cc2)CC1 | -3.7% | ? | -4.8%
COc1ccc(F)cc1CN1CCN(C(=O)CCC(=O)Nc2nnc(CC(C)C)s2)CC1 | -13.4% | ? | -2.2%
CCOC(=O)C1CCCN(c2ccc([N+](=O)[O-])c3nonc23)C1 (centres undefined) | ? | ? | -16.2%
N#CC(CCN1CCOCC1)(c1ccccc1)c1ccccc1 | -13.2% | -16.1% | -7.9%
Cc1cccc(CN(C)C)c1OC(=O)N(C)C | -1.1% | 3.4% | 0.3%
O=C1CN=C(c2ccccc2Cl)c2cc(Br)ccc2N1 | -4.6% | 15.0% | /
COc1ccc(-c2nn(CCC#N)cc2C(=O)Nc2ccc(C(C)=O)cc2)cc1[N+](=O)[O-] | 0.2% | -2.4% | -5.8%
N=c1ccccn1Cc1ccccc1 | -9.9% | 8.8% | 5.9%
CCC(=O)CC(c1ccc([N+](=O)[O-])cc1)c1c(O)c2ccccc2oc1=O (centres undefined) | -4.2% | -9.5% | -2.4%
Oc1cccc[c]1[Hg][Cl] | / | 0.188µM* | 0.0891µM*
CC1=CC2OC3CC4OC(=O)C=CC=CC(C(C)O)OCC(O)C(C)CC(=O)OCC2(CC1O)C4(C)C31CO1 (centres undefined) | -3.2% | 0.013µM* | /
COc1ccc(C(=O)Nc2cc(Cl)ccc2C(=O)O)cc1 | 4.9% | ? | 0.7%
COc1ccc(C2CC(=O)Oc3c2c(=O)oc2ccccc32)c(OC)c1OC (centres undefined) | -2.7% | -11.9% | -1.6%
CC1=CC2/C=C(\C)CCC(O)C(O)/C=C/C(=O)C23C(=O)NC(CC(C)C)C3C1C (centres undefined) | -11.3% | 3.66µM* | -2.3%
O=C(CCN1CCOCC1)Nc1ccc(Br)cc1C(=O)c1ccccc1 | -18.9% | ? | -4.6%
CSc1ccc(CN2CCN(c3ccccc3C)CC2)cc1 | -7.4% | ? | -23.0%
CC(=NCc1cccnc1)c1c(O)n(Cc2ccccc2)c(=O)[nH]c1=O | -4.5% | -23.4% | 0.9%
CCN(CC(=O)Nc1ccc(C#N)c(Cl)c1)CC(=O)NC1CCS(=O)(=O)C1 (centres undefined) | -2.2% | ? | 0.2%
CN1CCC(O)(c2ccccc2)C(C(=O)c2ccccc2)C1 (centres undefined) | -0.5% | 9.2µM* | -8.2%
O=P1(Oc2ccccc2)C[C@@H](O)[C@@H](O)[C@H](COCc2ccccc2)O1 (some centres undefined) | 11.6% | -9.3% | -6.4%
CCn1c(O)c(C=Nc2ccc(N3CCOCC3)c(Br)c2)c(=O)n(CC)c1=S | 7.7% | -12.9% | ?
Cc1cc2ccccc2n1CCNC(=O)COc1ccccc1 | ? | ? | -3.3%

(more compounds)
SMILES | FEN1 inhibitor | TDP1 cell CPT | KAT2A inh
C[C@H]1[C@H](OC(=O)CCC(=O)NCc2ccc(C(=O)O)cc2)O[C@@H]2O[C@@]3(C)CC[C@H]4[C@H](C)CC[C@@H]1C24OO3 | 11.4% | 0.259µM* | 4.9%
Nc1cnn(-c2ccccc2)c(=O)c1Cl | 9.3% | 7.1% | -2.2%
N#Cc1cc(F)c(N2CCNCC2)cc1Cl | -0.2% | -17.0% | 0.8%
O=C1N(c2ccc(Cl)cc2)C(c2cccnc2)N2CCCN12 (centres undefined) | 17.5% | -21.2% | 1.7%
COC(=O)C1=C(c2cc3ccccc3s2)C[C@@H]2CC[C@H]1N2C(=O)NC1CCCCC1 | 5.8% | 18.4µM* | /
O=c1c2ccccc2nc(CSc2ncnc3nc[nH]c23)n1-c1ccccc1Cl | 3.0% | ? | -4.7%
COC(=O)C1=CO[C@@H](C)[C@@H]2CN(CCc3c[nH]c4ccccc34)CC[C@H]12 | -8.6% | ? | /
CCN(CC)P(=S)(c1c(C)nc2ccccn12)c1c(C)nc2ccccn12 | 6.3% | 25.9µM* | -16.9%
C/C(=N\N1CCCCC1)c1c(O)[nH]c(=O)[nH]c1=O | -2.8% | -2.4% | -1.5%
COC(=O)C1=C(c2cc3ccccc3s2)C[C@@H]2CC[C@H]1N2C(=O)NCc1cccc2ccccc12 | 9.6% | ? | /
COc1ccc(OC)c(NC(=O)Cn2cc(C(=O)c3ccccc3F)c3ccccc32)c1 | 6.8% | ? | -9.4%
N#CC1c2ccccc2-n2nncc2CN1C(=O)CCc1ccccc1 (centres undefined) | 0.7% | 14.6µM* | /
CC(=O)NC1C(OC(=O)Cc2ccccc2)OC(COC(C)=O)C(OC(C)=O)C1OC(C)=O (centres undefined) | -0.6% | 11.9% | -3.1%
N#CC(C#N)=NNc1ccc(OC(F)(F)F)cc1 | / | 1.12µM* | ?
CC(C)OP(=O)(OC(C)C)C(Nc1ccccc1)c1cccc2c1OCO2 (centres undefined) | -2.4% | ? | 20.8%
CCCCn1c(=O)c(C=Nc2cc([N+](=O)[O-])ccc2OC)c(O)n(CCCCl)c1=O | -9.5% | -22.4% | -9.9%
CC1C(c2cccs2)=[N+]([O-])C(C)(C(=O)c2cccs2)N1O (centres undefined) | -1.9% | 3.8% | 0.7%
CCOC(=O)c1c(N)n(CCN2CCOCC2)c2nc3ccccc3nc12 | -1.7% | -6.4% | -7.1%
COc1ccc(NC(=O)CCc2nc(C3=CCN(Cc4cccc(C)c4)CC3)no2)c(OC)c1 | -19.1% | 16.4µM* | -12.0%
Nc1ccccc1C(=O)OCC(=O)Nc1ccc(Br)cc1F | 4.0% | -1.8% | 1.0%
Cn1c(=O)oc2cc(S(=O)(=O)CCC(=O)N3CCN(c4ccccc4)CC3)ccc21 | 17.9%&-1.7% | -23.8%&-21.4% | -2.0%&2.8%
O=C(CCc1ccccc1)N1C[C@H]2C[C@@H](C1)c1cccc(=O)n1C2 | -2.6% | 8.9% | -5.2%
Cc1ccc(-n2c(/C=C/c3ccccc3)nc3ccccc3c2=O)cc1Cl | -14.9% | ? | -6.0%
CCOC(CN1CCN(CC(C)C(=O)c2ccccc2)CC1)c1ccccc1 (centres undefined) | / | ? | 0.6%
C[C@@H]1O[C@@H](O[C@H]2C[C@@H](O)[C@]3(CO)[C@@H]4C(CC[C@]3(O)C2)[C@@]2(O)CC[C@H](C3COC(=O)C3)[C@@]2(C)C[C@H]4O)[C@H](O)[C@H](O)[C@H]1O (some centres undefined) | -9.4% | -3.3% | -1.0%

Another view of part of the listing above.
Every second line gives: FEN1 inhibitor | TDP1 cell CPT | KAT2A inh
- Cn1c(=O)oc2cc(S(=O)(=O)CCC(=O)N3CCN(c4ccccc4)CC3)ccc21
 : 17.9%&-1.7% | -23.8%&-21.4% | -2.0%&2.8%
- O=C(CCc1ccccc1)N1C[C@H]2C[C@@H](C1)c1cccc(=O)n1C2
 : -2.6% | 8.9% | -5.2%

Entries of single compounds from above. Order of values: FEN1 inhibitor | TDP1 cell CPT | KAT2A inh
COC(=O)C1=CO[C@@H](C)[C@@H]2CN(CCc3c[nH]c4ccccc34)CC[C@H]12 in the list: -8.6% | ? | /
CC(=O)NC1C(OC(=O)Cc2ccccc2)OC(COC(C)=O)C(OC(C)=O)C1OC(C)=O (centres undefined) in the list: -0.6% | 11.9% | -3.1%
N#CC1c2ccccc2-n2nncc2CN1C(=O)CCc1ccccc1 (centres undefined) in the list: 0.7% | 14.6µM* | /
Cc1ccc(-n2c(/C=C/c3ccccc3)nc3ccccc3c2=O)cc1Cl in the list: -14.9% | ? | -6.0%
CCOC(=O)c1c(N)n(CCN2CCOCC2)c2nc3ccccc3nc12 in the list: -1.7% | -6.4% | -7.1%

(listing goes on)
SMILES | FEN1 inhibitor | TDP1 cell CPT | KAT2A inh
COC(/C(C)=C/C=C/C(C)=C/c1coc(C)n1)C(C)C1CC(O)C2(C)OC2C=CC(C)C2CC(CC(=O)O2)CC2OC2C(=O)O1 (centres undefined) | -2.1% | 0.116µM* | /
COC(=O)C1=C(c2ccccc2)C[C@@H]2CC[C@H]1N2C(=O)NC(C)C | -2.7% | -16.4% | /
Cc1cc(OCC(=O)NC2CCS(=O)(=O)C2)c2c3c(c(=O)oc2c1)CCC3 (centres undefined) | 6.2% | 12.4% | -4.7%
CC(C)c1ccc(N2C(=O)NC(=O)/C(=C/C=C/c3ccco3)C2=O)cc1 | ? | 5.17µM* | ?
O=C(Oc1ccccc1)N1CCC2(CC1)CCN(C(c1ccccc1)c1ccccc1)CC2 | / | -3.0% | -7.4%
CCN1C(=O)/C(=C/c2ccc(N(CC)CC)cc2OC)C(=O)NC1=S | 11.6% | ? | -3.2%
O=C(NC1CCCCC1)N1C[C@H]2C[C@@H](C1)c1cccc(=O)n1C2 | 15.3% | 26.6% | 2.8%
CC(=O)c1ccc2c(c1)C1C(Cl)C(Sc3ccccc3[N+](=O)[O-])CC1C(c1ccccc1)N2 (centres undefined) | -3.8% | 11.6µM* | -28.0%
CN/C=C(/Cl)P(=O)(OC(C)C)OC(C)C | -2.3% | 7.4% | /
CC(C)C[C@H](NC(=O)[C@H](Cc1ccccc1)NC(=O)CNC(=O)CNC(=O)[C@@H](N)Cc1ccc(O)cc1)C(=O)N[C@@H](CCCN=C(N)N)C(=O)N[C@@H](CCCCN)C(=O)N[C@@H](Cc1ccc(O)cc1)C(=O)N1CCC[C@H]1C(=O)N[C@@H](CCCCN)C(=O)O | / | 8.5%[4.12 µM] | 6.2%
COc1ccc2c3c([nH]c2c1)C(C)NCC3 (centres undefined) | ? | 2.59µM* | 3.2%
ClCCN(CCCl)/C(=C\c1ccccc1)c1ccnc2ccccc12 | -23.5% | 5.62µM* | /
Fc1cccc(CCNCc2ccccn2)c1 | -2.4% | -13.0% | 0.6%
COc1ccc(CCN(C)Cc2ccncc2)cc1OC | 7.0% | -12.7% | -2.7%
Cc1ccc(-n2c(O)c(/C=C3/C(c4ccccc4)=Nc4ccccc43)c(=O)[nH]c2=O)cc1 | -25.4% | 5.8µM* | -2.8%
Cc1cc(/C=C2\C(=O)NC(=O)N(Cc3ccccc3Cl)C2=O)c(C)n1-c1ccc(C(=O)O)cc1 | -25.4% | -1.6% | -1.7%
CCn1c(C)c(C(=O)O)c2cc(OC)ccc21 | 7.7% | -7.7% | -3.0%
COc1cc(/C=C2\C(=O)NC(=O)N(c3ccc(C)cc3)C2=O)cc(OC)c1O | 5.2% | -4.8% | -9.2%
COC(=O)C1=C(C)OC(N)=C(C#N)C12C(=O)Nc1ccccc12 (centres undefined) | 6.2% | -9.6% | -5.7%
COC(=O)C1=C(c2cccc(OCc3ccccc3)c2)C[C@@H]2CC[C@H]1N2C(=O)NCCCc1ccccc1 | -18.5% | ? | -3.1%
COC(=O)C1=C(c2ccc3ccccc3c2)C[C@@H]2CC[C@H]1N2C(=O)NC(C)C | -6.3% | ? | -9.2%
CCOc1cc2c(cc1OCC)-n1cccc1C(c1c(O)cccc1OC)NC2 (centres undefined) | -3.5% | 13µM* | -23.1%
CC(Oc1cc2oc(=O)c3c(c2cc1Cl)CCCC3)C(=O)NCc1ccccn1 (centres undefined) | -8.5% | ? | -6.7%
CCOc1ccccc1-n1c(O)c(C=NCc2ccc3c(c2)OCO3)c(=O)[nH]c1=O | -3.1% | -17.1% | 0.7%
CC(C)=CCCC1(C)C=Cc2c(O)c3c(c(CC=C(C)C)c2O1)OC12C(=CC4CC1C(C)(C)OC2(C/C=C(/C)C(=O)O)C4O)C3=O (centres undefined) | / | 4.61µM* | 12.6µM*

More records follow.
SMILES | FEN1 inhibitor | TDP1 cell CPT | KAT2A inh
COC(=O)C1=C(c2cc3ccccc3o2)C[C@@H]2CC[C@H]1N2C(=O)N1CCOCC1 | -6.0% | 3.66µM* | /
CCCN1CCC(NC2CCC(O)CC2)CC1 (centres undefined) | 4.5% | 4.6% | -1.6%
CCc1ccc(-n2c(=O)c3sc4ccccc4c3n(CC(=O)NC3CCCC3)c2=O)cc1 | 19.6% | ? | 7.7%
CC(C)[C@@]1(NC(=O)[C@@H]2C[C@@H]3c4cccc5[nH]cc(c45)C[C@H]3N(C)C2)O[C@@]2(O)[C@@H]3CCCN3C(=O)[C@H](Cc3ccccc3)N2C1=O | 12.6% | 26.6µM*! | ?
Cc1[nH]c2ccccc2c1CN1CCCCC1 | 0.6% | 1.64µM* | /
COC(=O)c1cccc(NC(=O)N2C[C@H]3C[C@@H](C2)c2cccc(=O)n2C3)c1 | 21.3% | -11.6% | 14.5%

Assay outcomes from PubChem.
